Screening results as filed in PubChem.
Rab7 wt GTP bind – modulators of GTP binding to dog Rab7 wildtype GTPase. GST-Rab7 beads, fluorescent GTP binding, flow cytometry; actives lie on both sides; untreated = 100%, excess cold GTP = 0%. GTP binding activity (percent of control), % at 10 µM. hit rate 0.055% among 190,000;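 active means fluorescent GTP binding to Rab7 beads changed by at least 20 points from the 100% baseline, either direction, mostly lower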;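 further: median green fluorescence of bound Bodipy-FL-GTP per Rab7 bead population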
Mcl1-Noxa inh – disrupts binding of human Mcl-1 to Noxa peptide | Q07820 | TR-FRET Mcl-1/Noxa peptide binding, 2 h | inhibition, % at 21.7 µM | hit rate 1.5% among 220,000 | AID 1022;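 active means compounds that cut the protein-peptide binding signal by more than 50% relative to plate controls in a single-dose test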;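 further: His-tagged Mcl-1 with rhodamine Noxa BH3 peptide and terbium anti-His antibody; 0% = Mcl-1 plus Noxa peptide wells and 100% = peptide-only wells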
Target sequence (Q07820 whole entry, looked up): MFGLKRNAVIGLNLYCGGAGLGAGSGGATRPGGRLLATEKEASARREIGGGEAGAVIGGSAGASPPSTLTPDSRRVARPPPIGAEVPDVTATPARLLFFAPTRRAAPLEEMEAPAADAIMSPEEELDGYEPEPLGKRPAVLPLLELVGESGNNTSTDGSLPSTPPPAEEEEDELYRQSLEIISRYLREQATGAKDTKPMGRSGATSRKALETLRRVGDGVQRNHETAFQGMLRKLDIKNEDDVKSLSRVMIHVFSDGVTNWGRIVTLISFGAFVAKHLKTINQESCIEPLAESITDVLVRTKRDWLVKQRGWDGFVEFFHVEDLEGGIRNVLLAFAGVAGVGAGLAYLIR
Rab2A wt mod – changes GTP binding to wildtype dog Rab2A, up or down; P61105; GST-Rab2 wt beads, Bodipy-GTP binding, flow cytometry; GTP binding activity, % at 10 µM; hit rate 0.19% among 190,000; AID 760;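 active means GTP binding activity at least 20 points away from 100%, either lowered or raised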;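 further: 0% = beads with excess unlabeled GTP and 100% = no-compound control corrected for plate trend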
Rac1 wt modul – human Rac1 wildtype GTP binding, inhibitors and activators | hit rate 0.27% among 190,000 | P63000 | GTP binding activity (% of control), % at 10 µM | GST-Rac1 beads, fluorescent GTP binding, flow cytometry; actives lie on both sides; 0 = cold GTP competed, 100 = untreated;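 active means GTP binding activity at least 20 points away from the 100% control level, either lower or higher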
Avidin bead fluor – compound fluoresces at 488/530 nm on avidin beads | hit rate 0.38% among 220,000 | AID 1775 | compound fluorescence 488/530 nm, flow cytometry; stronger effect = higher value | fluorescence (KMESF) at 10 µM; in the data active means fluorescence above about 47; further: inactives centre near 10
Rac1 act GTP bind – modulators of GTP binding to human Rac1 activated mutant; P63000; GST-Rac1 activated beads, fluorescent GTP binding, flow cytometry; actives lie on both sides; 100% means binding = to untreated wells; percent activity (GTP binding), % at 10 µM; hit rate 0.11% among 190,000; AID 764;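 active means GTP binding at least 20 percentage points away from the 100% baseline, in either direction, so actives lie on both sides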
Mcl-1 Bim block – inhibitors of Bim-Mcl-1 interaction, human; Bead-based flow cytometry, Bim peptide-Mcl-1 binding; inhibition, % at 10 µM; hit rate 0.1% among 190,000; AID 1009; in the data active means inhibition above about 40%;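 further: 0% = no compound tracer wells and 100% = peptide blocker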
HRas wt GTP bind – human HRas wildtype GTP binding, change in either direction; P01112; GST-Ras wt beads, Bodipy-FL-GTP binding, flow cytometry; actives lie on both sides; GTP binding activity, % at 10 µM; hit rate 0.14% among 190,000;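 active means GTP binding activity at least 20% away from the 100% baseline, either lowered as inhibitor or raised as activator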;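 further: 0% = unlabeled GTP competition control and 100% = no-compound control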
Target sequence (P01112 whole entry, looked up): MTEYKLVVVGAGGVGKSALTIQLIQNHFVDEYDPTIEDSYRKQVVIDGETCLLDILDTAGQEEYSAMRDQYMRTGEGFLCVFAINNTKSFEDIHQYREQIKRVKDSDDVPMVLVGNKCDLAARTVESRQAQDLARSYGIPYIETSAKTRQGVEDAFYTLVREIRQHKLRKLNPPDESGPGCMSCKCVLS
Mcl1 Bid PPI – disrupts binding of human Mcl-1 to Bid peptide; Q07820; TR-FRET Mcl-1/Bid-Dy647 peptide binding, 1536-well; inhibition, % at 21.7 µM; hit rate 0.97% among 220,000;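 active means compounds that cut the binding signal by more than half at the single screening dose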;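 further: His-tagged Mcl-1 with europium anti-His antibody binding Bid BH3 peptide; 0% = Mcl-1 plus peptide wells and 100% = peptide-only wells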
Cdc42 wt – changes GTP binding to wildtype human Cdc42; GST-Cdc42 beads, Bodipy-GTP binding, flow cytometry; actives lie on both sides; P60953; hit rate 0.2% among 190,000; AID 761; percent activity (GTP binding), % at 10 µM;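 active means percent activity GTP binding at least 20 points away from the 100% baseline, either down as inhibitor or up as activator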;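 further: median bead fluorescence of bound Bodipy-FL-GTP at 100 nM; 0% = excess unlabeled GTP control and 100% = no compound control; below 100% means less GTP binding so inhibitor and above means activator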
Target sequence (P60953 whole entry, looked up): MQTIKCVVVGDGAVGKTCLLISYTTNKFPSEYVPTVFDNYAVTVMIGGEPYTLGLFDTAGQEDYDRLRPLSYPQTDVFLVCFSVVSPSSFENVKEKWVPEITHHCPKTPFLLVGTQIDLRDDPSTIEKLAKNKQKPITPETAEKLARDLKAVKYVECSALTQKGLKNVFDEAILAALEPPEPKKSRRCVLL
Pf gamet viab – inhibitors of late stage P. falciparum gametocyte viability | P. falciparum stage V gametocytes, ATP luminescence, 24 h | inhibition, % at 10.9 µM | hit rate 0.065% among 150,000 | AID 743093;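 active means inhibition above the mean plus 3 SD of compounds within the control limits, set per campaign, cut at about 38% in these data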;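 further: 0% = DMSO wells and 100% = medium only without gametocytes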
An asterisk follows results filed as active; . = not tested or not shown.

SMILES	Rab7 wt GTP bind	Mcl1-Noxa inh	Rab2A wt mod	Rac1 wt modul	Avidin bead fluor	Rac1 act GTP bind	Mcl-1 Bim block	HRas wt GTP bind	Mcl1 Bid PPI	Cdc42 wt	Pf gamet viab
CC(=O)Cc1nsc(NC(=O)c2ccccc2)n1	97.0	-6.0	98.0	104.0	6	97.0	-3.0	99.0	-16.4	102.0	.
CCN1CCN(Cc2oc(CO)cc(=O)c2O)CC1	95.0	-17.0	98.0	103.0	7	101.0	-2.0	98.0	-64.1	103.0	7.1
COc1ccc(C2NC(=S)N3C(c4ccc(OC)cc4)NC(=S)N23)cc1 (centres undefined)	102.0	24.0	101.0	107.0	8	100.0	-4.0	102.0	-41.7	105.0	-10.3
CCOC(=O)c1ccccc1NC(=O)c1c(F)c(F)c(F)c(F)c1F	99.0	0.1	103.0	108.0	12	102.0	-8.0	102.0	-1.6	102.0	-42.1
Cc1cc(C)nc(NNC(=O)c2ccccc2O)n1	98.0	0.6	95.0	94.0	21	92.0	-1.0	95.0	-42.5	94.0	10.4
CC(=O)NC1(c2ccccc2)CCN(c2nc(C)cc(C)n2)CC1	97.0	-9.9	97.0	103.0	13	99.0	-2.0	100.0	1.7	102.0	15.6
O=S(=O)(c1cccc2nsnc12)N1CCN(c2ccc(F)cc2)CC1	96.0	15.6	97.0	97.0	9	97.0	-3.0	97.0	-18.7	97.0	11.1
Cc1nc2ccccc2nc(C)c1=NOCc1ccccc1Cl	97.0	4.7	96.0	98.0	3	96.0	-2.0	99.0	-14.4	99.0	.
O=C1C=CC(=O)N1CCCCCCN1C(=O)C=CC1=O	101.0	43.9	99.0	106.0	14	98.0	-16.0	99.0	31.0	101.0	-32.0
O=C(Nc1ccccc1C(=O)N1CCCCCC1)c1cccc(S(=O)(=O)N2CCOCC2)c1	105.0	-3.9	103.0	114.0	9	103.0	4.0	106.0	-24.4	107.0	.
COCCN1Cc2cccc(C(=O)NCc3cccs3)c2C1=O	96.0	-9.1	94.0	98.0	6	97.0	-1.0	97.0	-1.3	95.0	-1.1
CCCCCOC(=O)c1[nH]c2c(c1C)C(=O)C(C(=O)OC)C(C)C2 (centres undefined)	100.0	-20.9	103.0	104.0	6	102.0	0.0	103.0	-26.2	105.0	-17.0
CC(=O)c1ccc(N2CCN(CC(=O)Nc3ccc(N4CCOCC4)cc3)CC2)cc1	105.0	6.1	96.0	97.0	11	96.0	-1.0	95.0	-32.9	95.0	.
CCCSc1cc(=O)n(-c2ccc(F)cc2)nc1C(=O)OCC	92.0	-4.4	96.0	93.0	10	93.0	2.0	94.0	-4.6	95.0	.
COc1cccc(CC(NC(C)=O)C(=O)NC2CCN(c3ncccc3[N+](=O)[O-])CC2)c1 (centres undefined)	110.0	-12.5	100.0	100.0	29	100.0	-3.0	102.0	-15.6	98.0	-4.5
COC(=O)C1=CO[C@@H](OC2OC(CO)C(O)C(O)C2O)[C@@H]2C(CO)=CC[C@H]12 (some centres undefined)	97.0	-8.1	101.0	106.0	9	98.0	-2.0	101.0	-2.8	101.0	.
O=C(CC1Oc2ccc(Cl)cc2NC1=O)NC1CCCCCC1 (centres undefined)	97.0	11.8	99.0	99.0	9	98.0	-2.0	101.0	-10.0	96.0	.
Cc1nnc(NC(=O)CCn2cnc3ccccc3c2=O)s1	95.0	-0.1	96.0	98.0	12	96.0	0.0	96.0	-29.8	98.0	-31.0
CC1CCCN(c2nc3ccccc3nc2C(C#N)S(=O)(=O)c2cccs2)C1 (centres undefined)	95.0	29.7	93.0	92.0	9	93.0	0.0	95.0	-19.2	93.0	.
CC1(C)N(OCc2ccccc2)C(=O)C(=O)N(OCc2ccccc2)C1(C)C	105.0	1.1	104.0	106.0	10	100.0	-1.0	104.0	1.3	107.0	0.0
COc1ccc(-c2cc(C)nc(SCC(=O)c3cccc([N+](=O)[O-])c3)n2)cc1	97.0	6.7	97.0	96.0	32	97.0	2.0	99.0	-25.4	96.0	4.1
O=C(Cn1cnc([N+](=O)[O-])n1)NCCO	102.0	4.8	98.0	99.0	6	97.0	-1.0	96.0	-3.4	96.0	.
CCOC(=O)CCc1c(C)nc2cc(-c3ccc(Cl)cc3)[nH]n2c1=O	96.0	15.7	95.0	97.0	30	96.0	0.0	96.0	-3.5	96.0	-26.0
Cc1ccc(S(=O)(=O)N2CCN(C)CC2)cc1-c1nnc2c3ccccc3c(C)nn12	99.0	3.9	96.0	99.0	40	97.0	-1.0	97.0	-7.1	99.0	.
COc1ccc(NC(=O)c2cccnc2Cl)c(S(=O)(=O)N2CCOCC2)c1	99.0	10.8	101.0	106.0	32	100.0	-13.0	101.0	2.0	103.0	4.5
COc1ccc(Nc2nc(OC)nc(N3CCOCC3)n2)cc1	107.0	5.3	99.0	101.0	11	99.0	0.0	100.0	-8.0	100.0	10.7
C=CCNC(=O)c1ccc(OC2CCN(S(=O)(=O)N(C)C)CC2)cc1	98.0	-0.2	98.0	99.0	7	96.0	1.0	97.0	-12.1	96.0	.
COC(CNC(=O)c1ccc(N2CCCC2=O)cc1)OC	96.0	6.5	98.0	102.0	6	101.0	0.0	101.0	-27.2	104.0	2.4
COC(=O)CSc1nnc(CNc2ccc(Cl)cc2)n1Cc1ccccc1	104.0	2.3	102.0	106.0	7	100.0	0.0	102.0	-15.8	105.0	.
Cc1ccc(C(=O)Nc2cnc3ccccn3c2=O)cc1	100.0	-3.5	101.0	102.0	38	100.0	-5.0	100.0	-11.7	103.0	.
CCOC(=O)c1sc(/N=C/c2c(O)ccc3ccccc23)cc1C	102.0	14.3	98.0	99.0	19	99.0	2.0	99.0	-31.8	98.0	-10.7
COc1ccc(N2C(=O)CCC(C(=O)NCc3cccnc3)C2c2ccc(OC)c(OC)c2)cc1 (centres undefined)	101.0	-5.3	100.0	98.0	6	97.0	0.0	99.0	-4.1	94.0	24.7
Cc1nnc(SCCOc2ccccc2)s1	96.0	8.4	98.0	95.0	9	93.0	0.0	96.0	-11.0	95.0	-12.4
CCCc1nnc(SCc2ccc(OCC)cc2)n1N	103.0	2.3	103.0	101.0	35	99.0	-1.0	103.0	-10.0	101.0	11.3
CCOc1ccc(C(=O)N[C@H](C(=O)Nc2cccc(S(=O)(=O)N3CCCCC3)c2)C(C)C)cc1	102.0	-7.9	99.0	103.0	4	101.0	0.0	102.0	-12.3	100.0	-5.1
CC(C(=O)NCC1CCCO1)c1ccc([N+](=O)[O-])cc1 (centres undefined)	95.0	8.4	97.0	96.0	9	96.0	0.0	95.0	-32.0	96.0	0.1
COC(=O)c1ccccc1S(=O)(=O)N1CCC(C(=O)OCC(=O)NCC(F)(F)F)CC1	96.0	5.3	94.0	99.0	27	97.0	-2.0	95.0	-6.4	94.0	.
CSc1ccccc1C(=O)NCCSc1ccccc1	100.0	0.4	102.0	98.0	11	98.0	-3.0	100.0	-15.6	102.0	.
COc1cccc(NC2CC(=O)N(CCc3ccccc3)C2=O)c1 (centres undefined)	107.0	7.1	110.0	109.0	29	108.0	-7.0	107.0	-27.5	110.0	-32.8
COc1ccccc1CNC(=O)CSc1cc(=O)n(C)c2ccccc12	95.0	9.9	94.0	102.0	6	97.0	-2.0	98.0	0.1	98.0	-2.1

Random excerpt: four records from the list, in no set order.
SMILES	Rab7 wt GTP bind	Mcl1-Noxa inh	Rab2A wt mod	Rac1 wt modul	Avidin bead fluor	Rac1 act GTP bind	Mcl-1 Bim block	HRas wt GTP bind	Mcl1 Bid PPI	Cdc42 wt	Pf gamet viab
CCCCCOC(=O)c1[nH]c2c(c1C)C(=O)C(C(=O)OC)C(C)C2 (centres undefined)	100.0	-20.9	103.0	104.0	6	102.0	0.0	103.0	-26.2	105.0	-17.0
COC(CNC(=O)c1ccc(N2CCCC2=O)cc1)OC	96.0	6.5	98.0	102.0	6	101.0	0.0	101.0	-27.2	104.0	2.4
O=C(Nc1ccccc1C(=O)N1CCCCCC1)c1cccc(S(=O)(=O)N2CCOCC2)c1	105.0	-3.9	103.0	114.0	9	103.0	4.0	106.0	-24.4	107.0	.
COc1ccc(C2NC(=S)N3C(c4ccc(OC)cc4)NC(=S)N23)cc1 (centres undefined)	102.0	24.0	101.0	107.0	8	100.0	-4.0	102.0	-41.7	105.0	-10.3

(next part)
SMILES	Rab7 wt GTP bind	Mcl1-Noxa inh	Rab2A wt mod	Rac1 wt modul	Avidin bead fluor	Rac1 act GTP bind	Mcl-1 Bim block	HRas wt GTP bind	Mcl1 Bid PPI	Cdc42 wt	Pf gamet viab
O=C(c1sccc1-n1cccc1)N1CCCC1	101.0	5.5	97.0	99.0	9	96.0	2.0	99.0	-14.6	98.0	.
O=C(C(F)C(F)(F)F)N1CCN(c2ccccc2)CC1 (centres undefined)	100.0	19.3	101.0	111.0	24	99.0	-6.0	99.0	-22.7	110.0	-5.0
O=C(CCSCc1ccc(Cl)cc1)NC1CCCC1	101.0	-5.1	99.0	103.0	11	101.0	-1.0	99.0	-10.5	100.0	1.1
Cc1ccccc1N1CCN(C2=NC(=O)/C(=C\c3cccs3)S2)CC1	102.0	8.7	99.0	103.0	2	98.0	-2.0	100.0	-10.6	98.0	-22.9
CCOc1ccc(CCNC(=O)Cn2c(=O)oc3ccccc32)cc1OCC	100.0	4.9	105.0	108.0	10	101.0	-2.0	104.0	-2.0	105.0	.
CN(C)CCCSc1nc2ccccc2s1	99.0	23.9	99.0	100.0	9	96.0	-4.0	98.0	-15.8	101.0	-23.0
CC(C)c1ccc(NC(=O)c2cc(S(=O)(=O)NCC3COc4ccccc4O3)ccc2F)cc1 (centres undefined)	104.0	10.4	101.0	105.0	4	98.0	0.0	99.0	3.9	97.0	12.7
Cc1ccc(CN(Cc2ccco2)C(=S)NCC(=O)O)cc1	99.0	11.9	99.0	102.0	33	96.0	6.0	97.0	-15.3	99.0	-2.0
OCCN(Cc1ccccc1)Cc1ccccc1O	103.0	26.9	99.0	98.0	11	97.0	-2.0	98.0	-7.4	95.0	12.5
Cc1noc(C)c1S(=O)(=O)N(CC(=O)N1CCCCCC1)c1ccc(C(C)C)cc1	103.0	22.7	104.0	106.0	6	101.0	0.0	104.0	7.7	107.0	.
c1ccc(C(c2nnnn2C2CCCCC2)N2CCc3ccccc3C2)nc1 (centres undefined)	97.0	-10.4	99.0	97.0	6	97.0	-2.0	95.0	-11.4	97.0	.
O=S(=O)(c1ccc(Cl)c(C(F)(F)F)c1)N1CCN(CC(O)COCC2CCCO2)CC1 (centres undefined)	98.0	6.9	98.0	106.0	5	100.0	0.0	100.0	3.6	101.0	.
CCNC(=O)COc1ccc2ccccc2c1	99.0	-26.0	100.0	100.0	11	98.0	0.0	99.0	-18.2	101.0	.
CCOC(=O)c1cccc(NC(=O)C2CCC(CNc3c(N4CCOCC4)c(=O)c3=O)CC2)c1 (centres undefined)	96.0	14.9	96.0	95.0	6	96.0	3.0	96.0	-29.3	94.0	.
C/C(=N\NC(=O)CSc1nnc(C)s1)c1ccc(Cl)cc1	99.0	4.5	96.0	105.0	23	99.0	-2.0	97.0	-0.4	106.0	-5.2
